S3 lipid droplet: qHTS Assay for Lipid Storage Modulators in Drosophila S3 Cells. Drosophila S3 cells, BODIPY lipid droplet fluorescence, 18-24 h; cells fed with added oleic acid. Potency in µM for hits, for the others lipid storage change, negative = inhibition, % at the top dose, mostly 46.1 µM. hit rate 0.64% among 320,000. AID 2685, 2010; active means well fitted inhibition curve with a large enough effect in the signal ratio, with a control signal flat, not every such curve was filed as active; inconclusive means small, poorly fitted or top-dose-only effect, or effect the other way, or a change in a side signal; the % refers to the signal ratio
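Drosophila S3 cells got compounds at several concentrations plus oleic acid (400 uM solution). Laser-scanning cytometry with 488 nm excitation read lipid droplets at 500-530 nm and cells at 575-640 nm. Percent activity was relative to 20 uM Triacsin C.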
S3 lipid droplet cell count max: further read-out of S3 lipid droplet, marked with its call; cell number change, %; measured here: cell count max response;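 cells counted by Cell Tracker Red CMTPX staining in the red channel; peak over a dose series mostly up to 46.1 µM; percent activity relative to internal control wells on each plate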
* marks the source's active call; other numbers are inactive results; i = inactive; ? = inconclusive; nt = no result given; [ ] = another dose, or the depositor's remark. On the % scale 0 is the no-effect control and ±100 the full control effect; potency means the concentration at half of the fitted maximal effect.

S3 lipid droplet cell count max,S3 lipid droplet,Molecule
nt,?,O=C(COC(=O)C1CCN(S(=O)(=O)c2cccs2)CC1)NCc1ccc(F)cc1
1,-20%,COc1ccc(NS(=O)(=O)c2cccc(C(=O)NCC3(N4CCOCC4)CCCCC3)c2)cc1
9,5%,COc1ccc(OCc2ccc(C(=O)O)cc2)cc1
nt,?,Cc1c(Cl)cccc1NC(=O)C1CCN(S(C)(=O)=O)CC1
4,9%,O=[N+]([O-])c1ccc(/C=N/N2CCN(c3ccncc3S(=O)(=O)N3CCCCC3)CC2)cc1
5,4%,Cc1nc2ccccc2n1/C(=N\S(=O)(=O)c1ccccc1)c1ccccc1
nt,?,O=C(C1CCN(S(=O)(=O)c2cccc3cccnc23)CC1)N1CCCC1
nt,i,Cc1cccc(C(=O)N2CCC(n3nnc4cc(F)ccc43)CC2)c1
nt,?,CCn1c(SCC(=O)NC2CCCCC2)nnc1-c1ccco1
nt,?,Cc1ccc(NC(=O)COC(=O)c2cccnc2Cl)cc1S(=O)(=O)N1CCCCC1
nt,?,Cc1cccc(NC(=O)CSc2nc3ccccc3c(=O)n2C)c1
nt,?,CC(=O)Nc1ccc2c(c1)ncn2-c1ccccc1
nt,?,Cc1ccc(S(=O)(=O)N2CCCCC2)cc1NS(=O)(=O)c1cccc(C(=O)O)c1
nt,?,COc1ccc(N(CC(=O)Nc2c(C)n(C)n(-c3ccccc3)c2=O)S(=O)(=O)c2ccc(C)cc2)cc1OC
nt,i,O=C(CCN1C(=O)c2ccccc2S1(=O)=O)N1CCN(c2ccc(F)cc2)CC1

Exported as labelled records: three of the compounds above.
> O=C(COC(=O)C1CCN(S(=O)(=O)c2cccs2)CC1)NCc1ccc(F)cc1
  S3 lipid droplet cell count max = nt
  S3 lipid droplet = ?
> Cc1cccc(C(=O)N2CCC(n3nnc4cc(F)ccc43)CC2)c1
  S3 lipid droplet cell count max = nt
  S3 lipid droplet = i
> O=C(CCN1C(=O)c2ccccc2S1(=O)=O)N1CCN(c2ccc(F)cc2)CC1
  S3 lipid droplet cell count max = nt
  S3 lipid droplet = i

The list continues:
S3 lipid droplet cell count max,S3 lipid droplet,Molecule
5,9%,CCOc1ccc(C2c3[nH]c4ccccc4c3C[C@H]3C(=O)N(C4CC4)CC(=O)N23)cc1OC (some centres not stated)
12,10%,O=C(C1CCN(S(=O)(=O)c2ccc(Cl)cc2)CC1)N1CCC1
nt,?,COc1ccc(C(=O)OCc2cc(=O)n3c(C)csc3n2)cc1F
nt,?,O=C(Cc1cccs1)N1CCN=C1SCc1ccc(Br)cc1
nt,?,Cc1cc(OCC(=O)Nc2cc(-c3nn4c(C)nnc4s3)ccc2C)ccc1Cl
10,11%,Nc1cc2c(cc1[N+](=O)[O-])OCO2
nt,?,CCC(C(=O)NCCc1ccccc1OC)n1nc(C)c2c(C)n(-c3ccccc3)nc2c1=O (configuration not stated)
0,3%,CCOC(=O)/C=C1\SCC(=O)N1CC(=O)c1ccc[nH]1
nt,?,CCCCn1c(-c2ccncc2)nc2c1c(=O)[nH]c(=O)n2CC(C)C
-10,-18%,COc1ccc(NC(=O)CCC2CCCCC2)cc1S(=O)(=O)N1CCCCC1
nt,?,Cc1c(CCC(=O)N[C@@H](C)C(=O)O)c(=O)oc2cc3oc4c(c3cc12)CCCC4
-7,-1%,COc1ccccc1CNC(=O)c1ccc(N2CCOCC2)c([N+](=O)[O-])c1
-9,-15%,CC(=O)c1sccc1NC(=O)c1ccccc1C(=O)O
-6,i,COc1ccccc1OC(C)C(=O)Nc1ccc2c(c1)n(C)c(=O)n2C (configuration not stated)
nt,?,COc1ccc(OC)c(NC(=O)NC2CCCCCCC2)c1
5,4%,O=C(CN1CCCC1)Nc1ccccc1Sc1ccccc1
nt,?,CCOC(=O)Cn1c(=N)n(Cc2ccccc2)c2ccccc21
7,7%,CCOc1ccc(C(=O)NCC(=O)NNC(=O)C2COc3ccccc3O2)cc1OCC (configuration not stated)
21,-20%,Oc1c(/C=N/c2ccccn2)sc2ccccc12
nt,?,COc1ccc2oc(C(=O)OC(C)C(=O)N(C)c3ccccc3)c(C)c2c1 (configuration not stated)
8,-4%,N#Cc1cccc(NC(=O)c2ccccc2C(=O)O)c1
nt,?,NCC(c1ccccc1Cl)c1c[nH]c2ccccc12 (configuration not stated)
-26,-15%,CCCCn1c(-c2cccc(C)c2)nc2cc3[nH]c(=O)c(C(C)C)nc3cc21
10,7%,COC(=O)c1ccc(C2/C(=C(\O)c3cccc(OC)c3)C(=O)C(=O)N2CCCN2CCOCC2)cc1 (configuration not stated)
-1,3%,CC1=C(C(=O)N2CCOCC2)C(c2cccc(C)c2)NC(=S)N1 (configuration not stated)
nt,?,CC(=O)C1=C(C)NC(=O)NC1c1cccs1 (configuration not stated)
4,1%,COc1ccccc1NC(=O)CN1CCN(c2ccccc2OC)CC1
-29*,21µM*,CCSc1nnc2c(n1)[nH]c1c(C)cccc12
10,-4%,COc1ccc2nc(NC(=O)CCNS(=O)(=O)c3ccc4c(c3)oc(=O)n4C)sc2c1
-3,-18%,CN(CC(=O)Nc1ccc(Cl)c(C(F)(F)F)c1)C(=O)c1cc(=O)c2ccccc2o1

Some of these compounds in order of heavy-atom count, largest number first:
S3 lipid droplet cell count max,S3 lipid droplet,Molecule
10,7%,COC(=O)c1ccc(C2/C(=C(\O)c3cccc(OC)c3)C(=O)C(=O)N2CCCN2CCOCC2)cc1 (configuration not stated)
7,7%,CCOc1ccc(C(=O)NCC(=O)NNC(=O)C2COc3ccccc3O2)cc1OCC (configuration not stated)
nt,?,NCC(c1ccccc1Cl)c1c[nH]c2ccccc12 (configuration not stated)
21,-20%,Oc1c(/C=N/c2ccccn2)sc2ccccc12
-29*,21µM*,CCSc1nnc2c(n1)[nH]c1c(C)cccc12

(next part)
S3 lipid droplet cell count max,S3 lipid droplet,Molecule
nt,?,COc1ccc(CCNCC(=O)Nc2ccc(C)c(Br)c2)cc1OC
nt,?,CN1C(=O)/C(=C/c2ccccc2F)Sc2ccc(C(=O)N3CCCC3)cc21
5,0%,O=C(NC1=NCCS1)C1COc2ccccc2O1 (configuration not stated)
nt,?,CC(NC(=O)NC(=O)c1ccc(Cl)cc1)c1ccccc1 (configuration not stated)
-7,2%,Cc1cc(C)c(C(=O)COC(=O)C2CCN(c3ccc(C(F)(F)F)cn3)CC2)c(C)c1
8,9%,NC(N)=NC1=NC(=O)C(Cc2ccccc2Cl)S1 (configuration not stated)
-15,-23%,COc1ccc(NC(=O)CSc2nnc(NC(=O)c3ccccc3C(=O)O)s2)cc1
12,i,COC(=O)c1cc(OCC(=O)NC2CCCc3ccccc32)cc(C(=O)OC)c1 (configuration not stated)
nt,15µM*,O=C(Oc1ccccc1/C=C\C(=O)c1cc2ccccc2o1)c1ccccc1
nt,i,O=C(CN1C(=O)c2cccnc2Oc2ccc(Cl)cc21)N1CCOCC1
-21,-20%,O=C(OCc1ccccc1)c1ccc(Br)o1
nt,17%,COc1ccc(CCNC(=O)COC(=O)Cc2cc(OC)c(OC)c(OC)c2)cc1
nt,?,CCN(CC)CCCNC(=O)c1nn2c(C(F)(F)F)cc(-c3ccccc3)nc2c1Cl
2,-3%,O=C1CCC(=O)N1N1C(=O)C2C3c4ccccc4C(c4ccccc43)C2C1=O (configuration not stated)
23,7%,COc1ccc(Nc2ccc(N3C(=O)CCCC3=O)cc2[N+](=O)[O-])cc1OC
nt,?,CC(C)(C)c1ccc(OCCC(=O)OCC(=O)NC2CCCCC2)cc1
-12,-11%,CCC(=O)/C=C1/Sc2ccc(OC)cc2N1CC
nt,?,CCOc1ccc(NC(=O)COC(=O)Cc2ccc(S(=O)(=O)N3CCOCC3)s2)cc1
nt,?,Cc1cccc(C)c1NC(=O)COC(=O)c1ccc2c(c1)OCO2
-14,1%[9.22 µM],NC(=O)c1nc(C2CCCCC2)nc2c1[nH]c(=O)n2-c1ccc(F)cc1
2,13%,CCOC(=O)C1=C(N)OC2=C(C(=O)CCC2)C1c1sccc1C (configuration not stated)
-1,3%,N#CCCN(C(=O)CSc1ncccn1)c1ccc2c(c1)OCCO2
nt,?,Clc1cc2c(c(CSc3nc4ccccc4n4cccc34)c1)OCOC2
0,21%,O=C(NC(=S)Nc1ccccc1N1CCCC1)c1ccco1
nt,?,CCOc1ccc(/C=N/NC(=O)c2c(C)n(C)c3ccc(OC)cc23)cc1
nt,?,O=C(c1ccccc1)c1ccccn1
27,3%,O=C(COC(=O)c1ccccc1NC(=O)c1ccco1)NC1CCS(=O)(=O)C1 (configuration not stated)
nt,?,COc1ccccc1OCCCCn1c(C(C)O)nc2ccccc21 (configuration not stated)
nt,?,Cc1ccc(C)c(-n2nnnc2SCC(=O)NCC2CCCO2)c1 (configuration not stated)
nt,?,O=C(NC(=S)NCC1CCCO1)c1ccc(Cl)cc1 (configuration not stated)
nt,?,Cc1ccc(C(=O)Nn2cnc3ccccc3c2=O)cc1C
nt,?,CC1CCCCN1CCCn1c(=S)[nH]c2ccccc2c1=O (configuration not stated)
nt,?,COc1ccc(-n2c(=O)c3c4c(sc3n3c(=S)[nH]nc23)COC(C(C)C)C4)cc1 (configuration not stated)
-20*,12µM*,COc1nn(-c2ccccc2)c(=O)c(Cl)c1Cl
nt,?,O=C(CCc1nnc(-c2ccc3c(c2)OCO3)o1)N1CCC(c2ccc(F)cc2)C1 (configuration not stated)
nt,?,Cc1cnc(NC(=O)C2COc3ccccc3O2)s1 (configuration not stated)
nt,i,O=C(c1cccs1)N1CCN(CCc2ccccc2)CC1
nt,?,CCOc1ccc(C(=O)Nc2nc3ccccc3[nH]2)cc1OCC
nt,?,C=CCC(=O)N(CC)CC1CCCN(CCc2cccc(F)c2)C1 (configuration not stated)
nt,?,COc1cc(OC)cc(C(=O)OCC(=O)Nc2cccc(C(C)=O)c2)c1
14,19%,COC(=O)c1ccc(CN2CCN(Cc3ccc(F)cc3)C(CCO)C2)cc1 (configuration not stated)
nt,?,COc1ccc(/C=C2\C(=O)N(Cc3ccc(F)cc3)CC(=O)N2Cc2ccccc2)cc1
-3,-5%,Cc1cc(=O)n2c(n1)NC(Nc1cccc(C)c1C)=NC2c1ccccc1 (configuration not stated)
-10,0%,O=C(CSc1nnc(CNC(=O)c2ccccc2F)o1)NCc1ccccc1
-12,-10%,CN(C)N1C(=O)CC(N2CCCCC2)C1=O (configuration not stated)
-19,25%,NC(=O)C1(NC(=O)[C@@H]2CC3(CC(c4cccc(NC(=O)c5cc([N+](=O)[O-])cc([N+](=O)[O-])c5)c4)=NO3)CN2C(=O)c2ccccc2)CC1 (some centres not stated)
nt,i,COc1ccc(Cc2nn3c(-c4ccccc4Br)nnc3s2)cc1
nt,?,CN1CCC(=O)N(CCOc2ccccc2)CC1
9,6%,Cc1cc(N)n(-c2nc3ccccc3s2)n1
nt,?,CCOC(=O)C1=C(C)NC(C)=C(C(=O)OCC)C1/C=C/c1ccccc1
5,i,O=C(NCCC1=CCCCC1)C1CCN(S(=O)(=O)c2ccccc2)CC1
-12,23%,COc1ccc(-c2nn(CCC#N)cc2/C=N/O)cc1
8,-26%,CC(NC(=O)CCNC(=O)N1CCn2c1nc1ccccc12)c1ccccc1 (configuration not stated)
3,-18%,O=C(NC1CCCCCC1)c1cccs1
nt,?,Cc1[nH]n(-c2ccccc2)c(=O)c1C=NCCc1ccccc1
nt,?,CCc1ccc(C(=O)Nc2nc(C)cs2)s1
nt,?,O=C(COC(=O)CNS(=O)(=O)c1cccc(F)c1)NCCc1ccccc1
nt,?,NC(=O)c1ccsc1NC(=O)COC(=O)c1ccc([N+](=O)[O-])o1
nt,?,O=C(Nc1cccc(C(=O)O)c1)/C(=C\c1ccco1)NC(=O)c1ccc(Br)o1
19,i[0.0737 µM],CC1CCCC(C)N1C(=O)COC(=O)CNC(=O)C12CC3CC(CC(C3)C1)C2 (configuration not stated)

Entries of single compounds as entered above. Order of screens: S3 lipid droplet cell count max | S3 lipid droplet
NC(=O)c1ccsc1NC(=O)COC(=O)c1ccc([N+](=O)[O-])o1 reads nt | ?
CN1CCC(=O)N(CCOc2ccccc2)CC1 reads nt | ?

(next part)
S3 lipid droplet cell count max,S3 lipid droplet,Molecule
-6,-16%,O=C(Nc1ccc2c(c1)oc1ccc(S(=O)(=O)N3CCCC3)cc12)C1CC1
nt,?,CC(=O)Nc1ccc(C(=O)COC(=O)C2CCCCC2)c(F)c1
-8,i,COC(=O)CSc1nc2ccccc2c(=O)n1C
16,-7%,Cc1nn(-c2ccccc2)c(C)c1NC(=O)COc1ccc(Cl)cc1Cl
23,15%,CC(C)Cn1c(N2CCN(C(=O)/C=C/c3ccccc3)CC2)nc2ccccc21
1,-20%,COc1ccc(S(=O)(=O)N2CCOC2CNC(=O)C(=O)NCc2ccc(F)cc2)cc1OC (configuration not stated)
nt,?,CC(=O)N1CCc2cc(S(=O)(=O)CCC(=O)NCc3ccc(F)cc3)ccc21
10,5%,Cc1cccc2nc(CSc3ccccc3C(=O)O)cn12
nt,?,O=C(NCC(c1ccco1)N1CCCC1)c1cn(-c2ccccc2)nc1-c1ccc(F)cc1 (configuration not stated)
nt,?,Cc1cc2ncc(C(=O)Nc3ccsc3C(=O)O)c(C)n2n1
-16,i,Cc1c(OC(C)C(=O)NCCN2CCOCC2)ccc2c3c(c(=O)oc12)CCCC3 (configuration not stated)
nt,?,COc1ccccc1C(=O)Nc1ccc(S(=O)(=O)Nc2cnc3ccccc3n2)cc1
-9,0%,CCOc1ccc(C(C(=O)NCC2CCCO2)N(C(=O)c2snc(C(N)=O)c2N)c2ccc3c(c2)OCCO3)cc1 (configuration not stated)

These rows are one share of the data (hit frequency here may not be typical).
